Nrf2 activator: Nrf2 pathway activation; 410,000 tested, 0.31% active; AREc32 ARE-luciferase reporter (MCF7-derived line), luminescence, 24 h; Potency, µM (doses to about 46.1 µM), for the others: at the top dose activation, usual class: activators; further: potency means the concentration at half of the fitted maximal effect; % of control where 0% means no effect; nearly all actives have a fitted effect of over 65% in size
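Reporter line AREc32 (ARE-Fluc), seeded overnight in OPTI-MEM with 5% FBS; compound pin-transferred, 24 hr at 37 deg C, 5% CO2; luminescent read-out.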
ATXN2 expr inh: reduces ATXN2 reporter expression in HEK-293 cells; Potency, µM (titrated, usually from 57 µM), for the others: top-dose activity change, negative = inhibition, hits mostly inhibitors; HEK-293 ATXN2-luciferase reporter, luminescence, 24 h; 360,000 tested, 0.72% active; further: potency means the concentration at half of the fitted maximal effect; on the % scale 0 is the no-effect control and ±100 the full control effect; nearly all actives have a fitted effect of over 55% in size
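ATXN2-luciferase reporter cells (luciferase flanked by upstream and downstream ATXN2 gene portions) were treated 24 h at 37 °C with compounds at up to 57 uM. SteadyGlo luminescence gave expression; GF-AFC fluorescence gave viability.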
EPAC2 ag: activates human EPAC2 exchange factor; Q8WZA2; EPAC2 activation, biochemical qHTS; response scale: 100% = 6.5 mM cAMP response; Potency, µM (series often up to 154 µM), for inactives: at the highest dose activation, usual class: activators; 360,000 tested, 0.079% active; AID 720711; further: potency means the concentration at half of the fitted maximal effect; nearly all actives have a fitted effect of over 50% in size
Target sequence (Q8WZA2 whole entry, looked up): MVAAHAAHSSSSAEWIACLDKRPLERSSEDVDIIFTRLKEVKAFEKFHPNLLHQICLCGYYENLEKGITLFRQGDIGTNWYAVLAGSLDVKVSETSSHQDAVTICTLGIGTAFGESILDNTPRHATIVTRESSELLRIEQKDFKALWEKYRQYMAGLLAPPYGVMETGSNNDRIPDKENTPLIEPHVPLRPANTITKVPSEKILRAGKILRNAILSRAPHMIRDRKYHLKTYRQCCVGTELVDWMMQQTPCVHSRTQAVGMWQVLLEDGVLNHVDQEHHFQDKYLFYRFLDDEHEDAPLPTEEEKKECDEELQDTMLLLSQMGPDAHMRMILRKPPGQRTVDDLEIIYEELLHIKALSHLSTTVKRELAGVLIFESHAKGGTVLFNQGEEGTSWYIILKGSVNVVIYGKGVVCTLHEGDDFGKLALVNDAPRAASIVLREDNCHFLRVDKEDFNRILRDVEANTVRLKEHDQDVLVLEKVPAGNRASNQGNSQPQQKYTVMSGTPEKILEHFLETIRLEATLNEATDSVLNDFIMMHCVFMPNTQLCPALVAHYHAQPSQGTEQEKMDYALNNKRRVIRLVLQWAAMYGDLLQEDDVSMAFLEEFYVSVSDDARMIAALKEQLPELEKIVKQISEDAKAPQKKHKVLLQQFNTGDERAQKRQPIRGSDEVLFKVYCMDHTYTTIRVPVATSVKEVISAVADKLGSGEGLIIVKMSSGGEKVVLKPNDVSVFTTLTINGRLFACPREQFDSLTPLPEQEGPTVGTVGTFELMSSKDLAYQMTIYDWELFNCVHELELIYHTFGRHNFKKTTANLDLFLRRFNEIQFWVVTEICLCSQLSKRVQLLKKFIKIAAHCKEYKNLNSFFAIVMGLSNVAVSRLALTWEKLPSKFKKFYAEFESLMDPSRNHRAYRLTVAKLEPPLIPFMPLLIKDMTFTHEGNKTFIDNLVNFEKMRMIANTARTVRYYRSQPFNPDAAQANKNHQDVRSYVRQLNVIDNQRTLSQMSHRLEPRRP
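Readout is BODIPY fluorescence (480 nm excitation, 540 nm emission), which falls as labeled GDP is exchanged off Rap1B. EPAC2 at 100 nM acted on 250 nM RAP1B-BODIPY-GDP with 50 uM GDP present.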
IL2 activator: activators of IL-2. IL-2 activation reporter assay, cell-based qHTS; stimulated with anti-CD3/CD4/CD28 beads; in transgenic mouse T cells. 360,000 tested, 0.065% active. AID 652025. activation, % (series mostly up to about 46 µM); in the data active means activation above about 50%; inconclusive means mostly about 30% to 49%; further: 0% is about no effect
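Screening format: compound pinned onto unstimulated transgenic mouse T cells, 60 min incubation, then anti-CD3/anti-CD4/anti-CD28 bead stimulation for 18 hours at 37 degrees C, followed by EGFP and DsRed detection.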
HepG2 tox: kills HepG2 cells in TGF-b inhibitor counter-screen; 410,000 tested, 0.76% active; Potency, µM (highest dose often 46.1 µM), without a hit: at the top dose activity change, negative = cytotoxicity, usual class: cytotoxic; HepG2 CAGA-GFP viability, ATP luminescence, 18 h; further: potency means the concentration at half of the fitted maximal effect; some results filed as inactive show a strong effect at the top dose
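CellTiter-Glo luminescence gave cytotoxicity after 18 hours at 37 degrees C. The cells were HepG2 CAGA-GFP in 1% FBS DMEM, stimulated with 500 pg/mL TGF-beta after compound addition. %Activity was normalised to no-cell wells (complete cell-killing) and DMSO (no toxicity), and curves were fitted and classified.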
Nrf2 block: Nrf2 pathway inhibition; A549 ARE-Fluc reporter, luciferase luminescence, 18-24 h; Potency, µM (top dose mostly 46 µM), inactives show top-dose activity change, negative = inhibition, most hits filed as inhibitors; 360,000 tested, 2.1% active; AID 504444; further: potency means the concentration at half of the fitted maximal effect; on the % scale 0 is the no-effect control and ±100 the full control effect; nearly all actives have a fitted effect of over 60% in size
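A549 ARE_Fluc cells, 5000/well, 5% FBS OPTI-MEM; compounds in dose-response, 18-24 h at 37 °C/5% CO2; CellTiter-Fluor viability read (Ex 405/Em 525), then BugLite luciferase luminescence = Nrf2 activity.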
A549 viability: counter-screen for Nrf2 inhibitors: cytotoxicity in A549 cells; AID 504648; Potency, µM (titrated, usually from 46 µM), inactives show top-dose activity change, negative = cytotoxicity, most hits filed as inhibitors; A549 ARE-Fluc cells, CellTiter-Fluor viability, 18-24 h; 390,000 tested, 0.16% active; further: potency means the concentration at half of the fitted maximal effect; on the % scale 0 is the no-effect control and ±100 the full control effect
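A549 ARE_Fluc cells in 5% FBS OPTI-MEM were exposed to compounds in concentration-response for 18-24 h at 37 deg C. Viability was read by CellTiter-Fluor fluorescence (Ex 405/Em 525) after 30 min, before the luciferase read.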
TGFb SMAD3 inh: TGF-b pathway inhibition. HepG2 CAGA-GFP TGF-b/SMAD3 reporter, GFP fluorescence, 18 h; TGF-beta stimulated, 500 pg/mL final. Potency, µM (series often up to 46.1 µM), for inactives: at the highest dose activity, negative = inhibition, most hits filed as inhibitors. 410,000 tested, 1.2% active; further: potency means the concentration at half of the fitted maximal effect; on the % scale 0 is the no-effect control and ±100 the full control effect; nearly all actives have a fitted effect of over 65% in size
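First, reporter cells (HEPG2 CAGA-GFP) rested 2 h at 37 degrees C. Next, compounds were pinned in and TGF-beta added to 500 pg/mL final. After 18 h, GFP was imaged per cell and summed per well.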
S2 tox: viability counter-screen for ATXN expression inhibitors | Potency, µM (doses to about 56.7 µM), most hits filed as cytotoxic | S2 cells (HEK-293 line with an ATXN2-luciferase reporter) viability, CellTiter-Fluor protease fluorescence, 24 h | AID 651635 | 400,000 tested, 0.49% active; further: potency means the concentration at half of the fitted maximal effect; nearly all actives have a fitted effect of over 40% in size
* = called active by the depositor; i = inactive; ? = inconclusive; . = not tested or not shown; [ ] = another dose, or the depositor's remark. Unless noted, the call rests on the fitted dose curve; in most records, active means well fitted curve in the direction sought with a large enough effect; inconclusive means small, poorly fitted or top-dose-only effect, or another doubt; inactive means no such curve, though single readings can be large; an effect the other way counts as inactive or inconclusive. Rows are unselected (roughly 4.3% active in at least one column).

structure,Nrf2 activator,ATXN2 expr inh,EPAC2 ag,IL2 activator,HepG2 tox,Nrf2 block,A549 viability,TGFb SMAD3 inh,S2 tox
CCCCC1=CC2=CC(=O)C(C)(OC(=O)CC)C(=O)C2=CN1CC(C)C (stereo not given),0.3%,10%,-1%,9.0,3%,7%,-4%,-2%,i
CN(C)C(CNC(=O)C1CCN(S(=O)(=O)c2cccc(Cl)c2Cl)CC1)c1ccccc1 (stereo not given),-0.4%,-5%,10%,0.0,-18%,13%,0%,0%,i
CCOc1ccc(NC(=O)Cn2cc(C(=O)c3ccc(CC)cc3)c(=O)c3ccc(C)nc32)cc1,-0.4%,-14%,.,.,3%,?,17%,-10%,i
Cc1ccc2c(CN3CCOCC3)cc(=O)oc2c1,0.3%,.,10%,-0.1,20%,-1%,1%,11%,i
CCOc1cc(NC(=O)c2ccccn2)c(OCC)cc1NC(=O)c1ccccc1,-0.2%,-10%,6%,-4.6,-35%,-15%,-9%,0%,i
O=C(NCC(=O)N(CC1CCCO1)C(C(=O)NC1CCCC1)c1cccnc1)c1ccco1 (stereo not given),0.1%,7%,-4%,-1.0,7%,24%,11%,-7%,i
CCCN(CCC)C(=S)NC1CC2C=CC1C2 (stereo not given),0.2%,7%,4%,-0.9,0%,7%,0%,6%,i
O=C(c1cccc2ccccc12)N1CCN=C1SCc1ccc([N+](=O)[O-])cc1,-0.9%,-20%,17%,1.2,-14%,4%,13%,0%,i
Cc1sc2nc(C3CC3)nc(NCCNS(=O)(=O)c3ccccc3)c2c1C,0.5%,4%,25%,-0.6,-32%,-11%,-1%,0%,i
CC(NC(=O)COC(=O)c1ccc(N2CCCC2=O)cc1)c1ccc(F)cc1 (stereo not given),-0.8%,.,2%,-1.0,0%,7%,0%,25%,i
CCC(CCc1ccccn1)C(=O)c1ccccc1 (stereo not given),0.6%,27%,8%,-2.1,4%,1%,14%,-1%,i
CCOC(=O)C1(CC2CCCCO2)CCN(Cc2nc(C(C)C)cs2)CC1 (stereo not given),1.8%,2%[11.3 µM],-5%,2.3,-12%,?,-1%,-19%,?
COc1ccc2oc(=O)c(C(=O)N3CCN(c4ccccc4C)CC3)cc2c1,4.3%,70%[activator],-27%,-1.3,-4%,25%,-13%,71%[activator],i
CCC(=O)NC(=S)Nc1cccc(Cl)c1N1CCCCC1,6.5%,-27%,-2%,-3.8,-61%,.,8%,14µM*,i
Cc1ccc(-n2ccnc2SCC(=O)O)cc1C,-1.5%,6%,9%,3.9,-4%,-4%,-2%,-2%,i
CCN(CC(=O)NCc1cccs1)C(=O)/C=C/c1ccc(F)cc1,0.5%,.,6%,-1.1,9%,.,.,5%,.
COc1ccc(C2=NS(=O)(=O)N(C)C(C(=O)Nc3ccc4c(c3)OCO4)=C2)cc1,5.4%,0%,19%,-4.0,-30%,-9%,-3%,?,i
N#C/C(=C\c1ccc[nH]1)C(=O)Nc1ccccc1F,11µM*,47%[activator],7%,-2.0,-16%,?,-9%,?,i
NS(=O)(=O)c1ccc(NC2(C(=O)O)CCCC2)cc1,-0.2%,-6%,11%,-0.5,1%,21%,2%,11%,i
Brc1ccc(CN2CCSCC2)cc1,-0.4%,-5%,6%,-1.6,-17%,9%,-4%[1.84 µM],-1%,i
C=CCn1c(SCC(=O)/C(C#N)=C(\C)N)nnc1C1CCCCC1,0.2%,4%,3%,0.1,-5%,?,0%,-5%,i
C=CCn1c(SCCOC)nc2c1c(=O)[nH]c(=O)n2C,-0.7%,-29%,0%,-0.2,-8%,-10%,-8%,1%,?
CCOc1ccc(/C=N/NC(=O)C2CC2)cc1OC,-0.3%,-6%,2%,-0.2,0%,3%,3%,3%,i
C=CCN(C(=O)c1csnn1)C(C(=O)NCc1ccccc1)c1ccccc1F (stereo not given),2.9%,4%,10%,0.8,4%,-4%,-4%,-2%,i

Molecules from the list above with an aryl thioether with sulfur outside any ring (3):
structure,Nrf2 activator,ATXN2 expr inh,EPAC2 ag,IL2 activator,HepG2 tox,Nrf2 block,A549 viability,TGFb SMAD3 inh,S2 tox
Cc1ccc(-n2ccnc2SCC(=O)O)cc1C,-1.5%,6%,9%,3.9,-4%,-4%,-2%,-2%,i
C=CCn1c(SCC(=O)/C(C#N)=C(\C)N)nnc1C1CCCCC1,0.2%,4%,3%,0.1,-5%,?,0%,-5%,i
C=CCn1c(SCCOC)nc2c1c(=O)[nH]c(=O)n2C,-0.7%,-29%,0%,-0.2,-8%,-10%,-8%,1%,?

(list continues)
structure,Nrf2 activator,ATXN2 expr inh,EPAC2 ag,IL2 activator,HepG2 tox,Nrf2 block,A549 viability,TGFb SMAD3 inh,S2 tox
COc1ccc(Nc2cc(C(=O)NC3CCC(C)CC3)c3ccccc3n2)cc1OC (stereo not given),4.7%,15%,.,.,-30%,14%,-10%,-21%,i
Cc1cc(C)cc(NC(=O)C(c2ccccc2)N2CCN(CC(=O)NC3CC3)CC2)c1 (stereo not given),-0.2%,0%,-2%,-2.0,-18%,-7%,-7%,?,i
Cc1nn(Cc2ccccc2Cl)c2sc(C(=O)Nc3nccs3)cc12,7.5%,3%,0%,-4.1,3%,-8%,0%,0%,i
COCc1cc(=O)[nH]c(N2CCN(C(=O)c3ccco3)CC2)n1,-0.3%,3%,2%,-2.5,4%,-10%,-1%,8%,i
COc1ccc(OC)c(CNC(=O)c2cc3cc4ccc(OC)cc4nc3o2)c1,-0.5%,-11%,.,.,2%,22%,12%,4%,i
COc1ccc(CCNc2oc(COc3ccccc3Cl)nc2C#N)cc1OC,5.7%,?,4%,-5.6,-24%,?,-6%,?,?
O=C(CNc1cccc([N+](=O)[O-])c1)N1CCN(S(=O)(=O)c2ccc(Cl)cc2)CC1,-1.0%,-1%,7%,0.0,0%,-3%,-3%,0%,i
Cc1cc(C)nc(SCCCNCc2ccccc2)n1,0.3%,-4%,10%,0.1,-3%,-2%,-3%,-4%,i

Exported as labelled records: entries from further up.
> Cc1nn(Cc2ccccc2Cl)c2sc(C(=O)Nc3nccs3)cc12
  Nrf2 activator = 7.5%; ATXN2 expr inh = 3%; EPAC2 ag = 0%; IL2 activator = -4.1; HepG2 tox = 3%; Nrf2 block = -8%; A549 viability = 0%; TGFb SMAD3 inh = 0%; S2 tox = i

> COCc1cc(=O)[nH]c(N2CCN(C(=O)c3ccco3)CC2)n1
  Nrf2 activator = -0.3%; ATXN2 expr inh = 3%; EPAC2 ag = 2%; IL2 activator = -2.5; HepG2 tox = 4%; Nrf2 block = -10%; A549 viability = -1%; TGFb SMAD3 inh = 8%; S2 tox = i

> COc1ccc(Nc2cc(C(=O)NC3CCC(C)CC3)c3ccccc3n2)cc1OC (stereo not given)
  Nrf2 activator = 4.7%; ATXN2 expr inh = 15%; EPAC2 ag = .; IL2 activator = .; HepG2 tox = -30%; Nrf2 block = 14%; A549 viability = -10%; TGFb SMAD3 inh = -21%; S2 tox = i

The list goes on.
structure,Nrf2 activator,ATXN2 expr inh,EPAC2 ag,IL2 activator,HepG2 tox,Nrf2 block,A549 viability,TGFb SMAD3 inh,S2 tox
CCCc1ccc(OCCNC(=O)C2CCCCC2)cc1,-0.7%,-5%,9%,-1.8,-1%,?,0%,10%,i
CCc1ccc(NC(=O)c2cc(-c3ccco3)on2)cc1,3.7%,25%,4%,-0.1,3%,?,-1%,8%,i
CC(C)Cn1c2c(c(O)c(C(=O)Nc3ccc(F)cc3)c1=O)CCCC2,0.4%,2%,-6%,0.7,-4%,10%,3%,9%,i
Cc1ccc(OCC(O)Cn2nc(C)cc2C)cc1 (stereo not given),0.0%,30%,-5%,-1.4,1%,-9%,-1%,6%,i
O=C(c1cc(-c2ccccc2)nn1-c1ccccc1)N1CCN(S(=O)(=O)c2c(F)cccc2F)CC1,-0.5%,-5%,4%,-1.9,8%,-19%,6%,20%,i
Cc1ccc(CNc2ncnc3c2cnn3-c2ccccc2)cc1,2.2%,.,4%,1.0,-16%,-28%,-17%,-23%,.
CCN(C(=O)CCN1C(=O)/C(=C/c2ccccc2)SC1=S)C1CCS(=O)(=O)C1 (stereo not given),25%,-2%,-1%,-3.8,-33%,?,-23%,?,i
O=C(NCCC(=O)N(CCc1ccccc1)Cc1ccccc1)c1ccc(Br)cc1,3.0%,4%,5%,-0.4,-14%,-14%,-6%,?,i
CCC1=[N+](CC(=O)c2ccc(C)cc2)CCn2c(C)ccc21,5.9%,36%[activator],23%,-1.6,-28%,3%,1%,-36%,i
COC(=O)CSc1nnc(CNC(=O)c2ccc(OC)cc2OC)n1C,0.1%,4%,4%,-3.9,-1%,9%,0%,-4%,i
COc1ccc(C(=O)Nc2c(Cl)cc(Cl)cc2C(=O)N2CCOCC2)cc1,-0.6%,-1%,8%,2.4,3%,4%,-4%,-2%,i
Cc1ccc(S(=O)(=O)N2CCN(C(=O)CN3C(=O)c4ccccc4C3=O)CC2)c(C)c1,-0.7%,.,6%,-0.3,-6%,10%,14%,4%,?
CN(CC(=O)Nc1ccc(Cl)c(Cl)c1)C(=O)/C=C/c1ccc(F)cc1,-0.6%[9.22 µM],-4%,3%,0.0,4%,-2%,8%,0%,i
Cc1ccc(S(=O)(=O)N2CCC(C(=O)OCC(=O)N(Cc3ccccc3)C(C)(C)C)CC2)cc1C,0.2%,-3%,9%,0.4,-16%,3%,3%,?,i
CN(C(=O)c1cccc(NC(=O)Cc2ccc(NC(=O)C3CCN(C(=O)CCc4ccccc4)CC3)cc2)c1)C1CCCCC1,5.4%,-28%,7%,-0.7,-13%,-17%,-7%,-23%,?
CCOC(=O)c1ccc(NC(=O)CSc2nc3ncccc3[nH]2)cc1,2.9%,13%,0%,-3.7,5%,-9%,-9%,-6%,i

High-throughput results as filed in PubChem BioAssay.
